BL2 CD40 inh – CD40 pathway inhibition in BL2 cells; BL2 NF-kB luciferase reporter, CD40L-induced, 4 h; inhibition, % at 10 µM; 0.94% of 83,000 active; AID 1053188;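 active means mean inhibition of at least 50% with a set share of replicates also reaching that level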;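 further: 0% = neutral control wells and 100% = IKK inhibitor VII at 50 µM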
An asterisk follows results filed as active; [ ] = dose if it differs, or a comment. Some of the compounds tested; count on the stated rates, not on these rows.

BL2 CD40 inh	structure
1.2[25 µM]	CC(C)N(C[C@@H]1[C@H](c2ccccc2)[C@@H](CO)N1S(C)(=O)=O)C(=O)CN(C)C
-31.9	CN(C)CC(=O)N1[C@@H](C#N)[C@@H](c2ccc(-c3ccc(C(=O)N(C)C)cc3)cc2)[C@@H]1CO
-12.6	N#C[C@H]1[C@@H](c2ccc(C3=CCCC3)cc2)[C@H](CO)N1C(=O)NC1CCCC1
5.2	Cc1c(C(=O)O)c2cc(O)ccc2n1-c1ccccc1
4.0	C/C=C/c1ccc([C@@H]2[C@H](CO)N(Cc3ccccn3)[C@H]2CNC(C)=O)cc1
-6.8	O=C(NCc1ccccn1)C1CCC(=O)N1C1CCCC1 (stereo not drawn)
-39.7	O=C(COc1ccc2oc3c(c2c1)CCCC3)Nc1ccccn1
-4.0[25 µM]	COc1ccccc1C(=O)N1C[C@@H]2[C@H](c3ccccc31)[C@@H](CO)N2C(=O)C1CCOCC1
7.8	CC(OC(=O)C1CC(=O)N(Cc2ccccc2)C1)C(=O)Nc1ccccc1[N+](=O)[O-] (stereo not drawn)
2.2	c1ccc(-n2nnnc2Cc2nnnn2-c2ccccc2)cc1
-1.9	CC(=O)Nc1c(Cl)c(Cl)c2c(c1Cl)Cc1cc(Cl)ccc1-2
2.6	COc1ccc(CC(=O)Nc2ccccc2Oc2ccccc2)cc1
-3.1	Cc1ccc(NC(=O)c2cc(S(=O)(=O)NCC3CCCO3)ccc2F)cc1 (stereo not drawn)
6.5	Cc1ccc(S(=O)(=O)N(C)c2ccc(OCC(=O)N3CCCC(C(F)(F)F)C3)cc2)cc1 (stereo not drawn)
16.2	O=C(CN1CCOCC1)Nc1c(C(=O)C2CC2)oc2ccccc12
-20.2	CCN(CC)CCOC(=O)c1c(C)n(C)c2ccc(OC)cc12
4.3	CCN(CC)C(=O)C1=C(C)NC(=S)NC1c1cn(-c2ccccc2)nc1-c1ccc(Cl)cc1 (stereo not drawn)
19.9	Cn1c(=O)c2c(nc(Br)n2Cc2ccc3ccccc3c2)n(C)c1=O
-10.9	Nc1ccc(S(=O)(=O)c2ccc(NC(=O)c3cccnc3)cc2)cc1
-1.9[25 µM]	COCC(=O)N1[C@H](CNC(=O)c2ccccn2)[C@H](c2ccccc2)[C@@H]1CO
1.3[25 µM]	C[C@@H]1CN([C@@H](C)CO)S(=O)(=O)c2ccc(C#CC3(O)CCCC3)cc2O[C@@H]1CN(C)C(=O)Nc1cccc(F)c1
0.7	N#C[C@H]1[C@@H](c2ccc(C#CC3(O)CCCC3)cc2)[C@H](CO)N1C(=O)C1CC1
7.9	CC1(c2ccccc2)NC(=O)N(CC(=O)NCc2ccc3c(c2)OCO3)C1=O (stereo not drawn)
-53.0	CCOCCCNC(=O)C1CCN(S(=O)(=O)CC)CC1

An excerpt from above in order of length of the SMILES, ascending:
BL2 CD40 inh	structure
-53.0	CCOCCCNC(=O)C1CCN(S(=O)(=O)CC)CC1
-20.2	CCN(CC)CCOC(=O)c1c(C)n(C)c2ccc(OC)cc12
16.2	O=C(CN1CCOCC1)Nc1c(C(=O)C2CC2)oc2ccccc12
-10.9	Nc1ccc(S(=O)(=O)c2ccc(NC(=O)c3cccnc3)cc2)cc1
7.9	CC1(c2ccccc2)NC(=O)N(CC(=O)NCc2ccc3c(c2)OCO3)C1=O (stereo not drawn)

Continuation.
BL2 CD40 inh	structure
6.5	OC(COc1ccc2c(c1)OCO2)CN1CCCC1 (stereo not drawn)
-3.6	CO/N=C(\C(=O)N[C@@H]1C(=O)N2C(C(=O)O)=C(COC(C)=O)CS[C@H]12)c1csc(N)n1 (stereo in doubt)
3.2	CCN(C(=O)COC(=O)CCOc1ccccc1C)c1c(N)n(Cc2ccccc2)c(=O)[nH]c1=O
13.0	CS(=O)(=O)Nc1ccc([N+](=O)[O-])cc1Oc1ccccc1
0.9	NC(=O)c1ccc(NC(=O)COC(=O)CCC2CCCC2)cc1
-5.0	CC(C)C(=O)Nc1oc(-c2ccccc2)cc1C#N
3.8	CN(Cc1ccccc1F)C(=O)CN1C(=O)NC2(CCc3ccccc32)C1=O (stereo not drawn)
1.8	Cc1nc(CSc2nnc3scc(-c4ccccc4)n23)cs1
0.6	Cn1c2c(sc1=O)CCC2
13.2	OCCN1CCN(c2nc3ccccc3nc2-c2ccccc2)CC1
18.7	CC1C(=O)Nc2ccc(S(=O)(=O)N3CCN(c4ccccc4F)CC3)cc2NC1=O (stereo not drawn)
7.2	CC(NC(=O)c1cccc(S(=O)(=O)N2CCN(Cc3ccccc3)CC2)c1)c1ccccc1Cl (stereo not drawn)
-0.7	Cc1ccc2c(c1)c(-c1ccccc1)nc1nnnn12
20.5	CN1C(=O)N(C)C2(c3ccccc3)N(C)C(=O)NC12c1ccccc1 (stereo not drawn)
-1.2	Cn1c(=O)c2c(nc(N3CCOCC3)n2CC(=O)C23CC4CC(CC(C4)C2)C3)n(C)c1=O
2.3	Cc1ccc(N2Cc3ccccc3OC(C)C2=O)cc1 (stereo not drawn)
1.9	O=C(Nc1nc(-c2ccccn2)cs1)c1ccccc1-n1cnnn1
-1.1[25 µM]	O=C(C[C@H]1CC[C@@H]2[C@H](COC[C@H](O)CN2CCC(F)(F)F)O1)NCC1CC1
7.7[25 µM]	C/C=C/c1ccc([C@@H]2[C@H](CO)N(C(=O)C3CCCC3)C23CN(S(C)(=O)=O)C3)cc1
5.1	Fc1ccc(-c2ccc(/C=N/n3cnnc3)o2)cc1
6.0	COc1ccc(OC)c(NC(=O)COC(=O)c2c3c(nc4ccccc24)CCCC3)c1
-29.7	CCC(C)(C)NC(=O)c1ccc2c(c1)OCCO2
-0.1	O=C(c1ccc2c(c1)OCCO2)C1CCN(C(=O)c2ccc(F)cc2)CC1
-1.7[25 µM]	COC(=O)[C@@H]1[C@@H](CO)[C@@H]2Cn3c(ccc(-c4ccncc4)c3=O)[C@@H]2N1Cc1ccccc1F

As a short view, some entries already given:
BL2 CD40 inh	structure
-29.7	CCC(C)(C)NC(=O)c1ccc2c(c1)OCCO2
-0.1	O=C(c1ccc2c(c1)OCCO2)C1CCN(C(=O)c2ccc(F)cc2)CC1
-1.7[25 µM]	COC(=O)[C@@H]1[C@@H](CO)[C@@H]2Cn3c(ccc(-c4ccncc4)c3=O)[C@@H]2N1Cc1ccccc1F

Back to the main list, starting 2 compounds before the break.
BL2 CD40 inh	structure
-0.1	O=C(c1ccc2c(c1)OCCO2)C1CCN(C(=O)c2ccc(F)cc2)CC1
-1.7[25 µM]	COC(=O)[C@@H]1[C@@H](CO)[C@@H]2Cn3c(ccc(-c4ccncc4)c3=O)[C@@H]2N1Cc1ccccc1F
-5.2[25 µM]	COCC(=O)N1[C@H](CO)[C@H](c2ccccc2-c2cccc(C)c2)[C@@H]1C#N
3.8	O=C(N[C@H]1CC[C@H](CCNC(=O)C2CCCC2)O[C@@H]1CO)c1ccccn1
7.5	Cc1nn(CCO)c2c1C(=O)CCC2
-2.8	CC1CC(C)CN(C(=O)COC(=O)c2cc(S(=O)(=O)N3CCOCC3)ccc2F)C1 (stereo not drawn)
-6.1[25 µM]	C[C@@H]1CN([C@H](C)CO)C(=O)c2c(c3ccccc3n2C)-c2ccccc2CO[C@H]1CN(C)C(=O)CCC(F)(F)F
0.7	CC1(C(=O)NS(=O)(=O)C2CC2)CCCN(C(=O)COc2ccc(Cl)cc2Cl)C1 (stereo not drawn)
19.5	CN1c2ccc(-c3cccc(F)c3)cc2[C@@H]2[C@@H](CCN2C(=O)C2CC2)[C@@H]1CO
17.1[25 µM]	CO[C@@H]1CN(C)C(=O)c2ccc(NC(=O)c3nc4ccccc4s3)cc2OC[C@@H](C)N(Cc2cccnc2)C[C@@H]1C
-8.2[25 µM]	C[C@H]1CN([C@@H](C)CO)C(=O)CCCn2cc(nn2)CO[C@@H]1CN(C)Cc1cccc2c1OCCCO2
-81.7	Cc1ccc(C(=O)OCC(=O)c2ccc(Cl)s2)s1
6.3	CN(CCN1CCOCC1)C(=O)CC1C(=O)NCCN1Cc1ccccc1F (stereo not drawn)
1.8	O=C(N/N=C/c1cccc([N+](=O)[O-])c1)C1CC1c1ccccc1 (stereo not drawn)
-62.4	COc1ccc(NC(=O)CC(c2ccccc2)c2ccco2)cc1 (stereo not drawn)
9.4	O=C(NC1CS(=O)(=O)CC1NCc1ccccc1)c1ccccc1 (stereo not drawn)
-10.0	CC(C)[C@H](NS(=O)(=O)c1ccccc1)C(=O)OCC(=O)Nc1ccc2c(c1)OCO2
-7.0	Cc1c(C(=O)NN)nc2ccccn12
-80.5	c1cnc(SCCCOc2ccc3ccccc3c2)nc1
-4.0	COc1ccc2c(c1C)CCC(C)(C#N)C2=O (stereo not drawn)
-9.0	CCOC(=O)c1ccc[n+]([O-])c1
-2.9[25 µM]	CN1C(=O)c2cc(NC(=O)c3ccc4c(c3)OCO4)ccc2OC[C@H]2O[C@H](CC(=O)O)CC[C@@H]21
-2.9	Cc1nn(CC(=O)OCC(=O)NCCc2ccc(F)cc2)c(C)c1[N+](=O)[O-]
-6.7[25 µM]	N#C[C@@H]1[C@H](c2ccccc2C2=CCCCC2)[C@H](CO)N1C(=O)c1cccc(F)c1
10.8	CCOC(=O)Cc1csc(SCC(=O)NC2CCCC2)n1
0.7	Cc1nn(-c2ccccc2)c2sc(C(=O)NCC3CCCO3)cc12 (stereo not drawn)
1.7	Cc1ccc(NC(=O)CSCC(=O)Nc2cccc3ncccc23)cc1
19.0	Cc1nn(C)cc1S(=O)(=O)NCc1ccccc1Cl
20.5[25 µM]	COc1ccccc1NC(=O)N1CCCCN2[C@H](CO)[C@@H](c3ccc(-c4cccc(C#N)c4)cc3)[C@H]2C1
11.8	O=C(NCCCn1ccnc1)NC(C(F)(F)F)C(F)(F)F
-1.6[25 µM]	COc1ccc2c3c([nH]c2c1)[C@H](CO)N(Cc1ccncc1)CC31CN(Cc2ccc(-c3ccccn3)cc2)C1
-11.0	CN(C)S(=O)(=O)N1CCc2ccc(NC(=O)C3CCCO3)cc2C1 (stereo not drawn)
-14.6[25 µM]	CN(C)C(=O)c1cc2c(c(-c3cccc(C4=CCCCC4)c3)n1)[C@@H](CCO)N(S(C)(=O)=O)C2
-3.1	CN(c1ccccc1)S(=O)(=O)c1ccc(-c2ccccc2)cc1
39.5	COc1cc(CN(C)CC(=O)c2[nH]c(C)c(C(C)=O)c2C)ccc1OC(F)F
2.8	Oc1ccc2ccccc2c1CN1CCN(C/C=C/c2ccccc2)CC1
28.3	O=C(Nc1ccccc1)N1CCCCN2[C@@H](CO)[C@@H](c3ccc(C#Cc4ccccc4)cc3)[C@@H]2C1
1.3	Cn1ncc(Br)c1C(=O)O
9.8	CC(C)Sc1nc(N2CCOCC2)c2c(c1C#N)CC(C)(C)SC2
-34.9	COC(=O)Nc1ccc2c(c1)OCO2
1.4	CCOC(=O)c1[nH]cnc1C(=O)Nc1ccc(Cl)cc1
7.6	O=C(Cc1ccc(NC2=NC3CS(=O)(=O)CC3S2)cc1)NCc1ccccc1 (stereo not drawn)
-5.9[25 µM]	Cc1ccccc1S(=O)(=O)N1C[C@@H](O)COC[C@H]2O[C@H](CC(=O)N3CCCCC3)CC[C@@H]21
0.4[25 µM]	CN(C)CC(=O)N1[C@@H]2Cn3c(ccc(-c4ccccc4)c3=O)[C@H]1[C@@H](C(=O)N1CCOCC1)[C@@H]2CO
-0.4	COc1ccc(CNC(=O)c2cccc(N3CCCC3=O)c2)cc1
8.0	O=C(NCc1cccnc1)c1ccc(NS(=O)(=O)c2cccc([N+](=O)[O-])c2)cc1
-16.1	CN1CCN(c2ccc(NC(=O)COc3ccc4ccccc4c3)cc2)CC1
-15.7	COc1cccc(C(=O)N2CCCC(c3nc(-c4cccs4)no3)C2)c1 (stereo not drawn)
7.0[25 µM]	COc1ccc(-c2ccc([C@@H]3[C@@H](CO)N4CCCCN(C(=O)c5ccc(F)cc5)C[C@H]34)cc2)cc1
5.3	Cc1ccc(S(=O)(=O)N2CCC(C(=O)N3CCN(c4ccccn4)CC3)CC2)cc1
2.9	CN(CC(=O)Nc1ccc(F)cc1)C(=O)CN1C(=O)NC2(CCCCC2)C1=O
6.8	CCSc1nc2c(c(=O)n1CC)SC(C)C2 (stereo not drawn)
10.4	COc1cccc(CNC(=O)CN(C)S(=O)(=O)c2cnc[nH]2)c1
8.8	O=C(Nc1ncc2c(n1)CC(c1ccco1)CC2=O)c1ccco1 (stereo not drawn)
1.2	COc1ccccc1S(=O)(=O)N1C[C@@H]2N[C@H](C1)C2c1ccc(-c2ccncc2)cc1 (stereo partly drawn)
-21.3	O=C(NC1=NCCS1)c1cc(-c2ccc(F)cc2)nc2ccccc12
1.4	CCn1ncc(Cl)c1C(=O)Nc1ccncc1
5.5	Cc1noc(C)c1CSc1nnc(-c2cc(Cl)ccc2Cl)n1N
-12.9	CCOc1ccc(N(CC(=O)NC(C)CC)S(C)(=O)=O)cc1 (stereo not drawn)
12.6	COc1ccccc1NS(=O)(=O)c1cc(C(=O)N2CCN(C(=O)c3ccco3)CC2)ccc1F
-1.5	CN(C(=O)c1ccc2c(c1)OCCO2)c1c(N)n(Cc2ccccc2)c(=O)[nH]c1=O
7.9	Cc1cccc(NC(=O)CNC(=O)c2ccc3nc[nH]c3c2)c1C

Compounds listed so far containing bromine, in the order listed:
BL2 CD40 inh	structure
19.9	Cn1c(=O)c2c(nc(Br)n2Cc2ccc3ccccc3c2)n(C)c1=O
1.3	Cn1ncc(Br)c1C(=O)O

The list continues:
BL2 CD40 inh	structure
3.5	C[C@@H]1CN([C@@H](C)CO)C(=O)CCCn2cc(nn2)CO[C@H]1CN(C)Cc1ccc(O)cc1
6.4	Cc1cccc(OCC(=O)Nc2ccccc2N2CCCCC2)c1C
-1.5	COc1ccc(NC(=O)C2CCCN(c3nn4c(=O)cc(C)nc4s3)C2)cc1 (stereo not drawn)
12.1	CC12CCC(C(=O)N(c3nccs3)C1=O)C2(C)C (stereo not drawn)
10.6	CN(C(=O)COC(=O)C1c2ccccc2Oc2ccccc21)C1CCS(=O)(=O)C1 (stereo not drawn)
-8.4	Cc1nc(C)c(CC(=O)N2CCc3c([nH]c4ccccc34)C2c2ccccn2)s1 (stereo not drawn)
7.6	O=C(NNC(=O)c1ccc(Br)s1)c1cccc(S(=O)(=O)N2CCCC2)c1
7.3	O=C1NCCc2cc3c(cc21)OCO3
-84.9	COc1ccccc1OCc1cc(C(=O)N(C)CCC2CCCCO2)no1 (stereo not drawn)

Screening data (PubChem BioAssay)
